Assay outcomes as filed in PubChem.
CRE-bla Fsk: Cell signaling CRE-BLA (Fsk stim); AID 662, 2007; CHO CRE-bla reporter (cAMP response element driving beta-lactamase), forskolin EC10, beta-lactamase ratio; hit rate 2.5% among 71,000; Potency, µM (titrated, usually from 38.2 µM), without a hit: at the highest dose activity change, negative = inhibition, hits mostly activators; active means well fitted activation curve with a large enough effect in the signal ratio, with a control signal flat, not every such curve was filed as active; inconclusive means small, poorly fitted or top-dose-only effect, or effect the other way, or a change in a side signal; the % refers to the signal ratio; further: potency means the concentration at half of the fitted maximal effect; % of control where 0% means no effect
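qHTS titration format; CRE-bla CHO reporter; stimulus EC10 NKH 477, a water-soluble forskolin. Read: CCF4 460/530 nm ratio. Potency expressed as AC50 for activators or inhibitors.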
BRCT inh green: qHTS Assay for Inhibitors of BRCT-Phosphoprotein Interaction (Green Fluorophore); Breast cancer type 1 susceptibility protein (Homo sapiens), P38398; BRCA1 BRCT-phosphopeptide binding, green fluorescence polarization; Potency, µM (series often up to 76.9 µM), inactives show at the top dose activity change, negative = inhibition, most hits filed as inhibitors; hit rate 0.05% among 75,000; AID 875, 2007;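 further: potency means the concentration at half of the fitted maximal effect; plate controls were peptide without protein for full effect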
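Fluorescence polarization: His-tagged BRCT (~35 kDa BRCA1 C-terminus, 250 nM) bound to 100 nM fluorescein-labeled phosphorylated 10-aa BACH1 peptide, pH 7.3 phosphate buffer with DTT and Tween 20. Compounds incubated 12 min at room temperature; inhibition read as lowered polarization.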
A350 fluor: qHTS Assay for Spectroscopic Profiling in A350 Spectral Region; Compound autofluorescence, 340/450 nm, Alexa 350 dye-equivalents; active compounds read high; max dye-equivalent concentration, M; hit rate 11% among 59,000; in the data active means max dye-equivalent concentration above about 10 nM; inconclusive means mostly about 1.1 nM to 9.6 nM
Tau filament bind: qHTS Assay for Tau Filament Binding | Potency, µM (doses to about 57.1 µM), without a hit: at the highest dose activity change, negative = inhibition | hit rate 2% among 71,000 | recombinant tau filaments, thioflavin S fluorescence, 15 h; filaments grown with octadecylsulfate alongside compound;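 further: potency means the concentration at half of the fitted maximal effect; on the % scale 0 is the no-effect control and ±100 the full control effect; actives lower thioflavin S fluorescence by blocking filaments or displacing dye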
Target sequence (P10636 whole entry, looked up): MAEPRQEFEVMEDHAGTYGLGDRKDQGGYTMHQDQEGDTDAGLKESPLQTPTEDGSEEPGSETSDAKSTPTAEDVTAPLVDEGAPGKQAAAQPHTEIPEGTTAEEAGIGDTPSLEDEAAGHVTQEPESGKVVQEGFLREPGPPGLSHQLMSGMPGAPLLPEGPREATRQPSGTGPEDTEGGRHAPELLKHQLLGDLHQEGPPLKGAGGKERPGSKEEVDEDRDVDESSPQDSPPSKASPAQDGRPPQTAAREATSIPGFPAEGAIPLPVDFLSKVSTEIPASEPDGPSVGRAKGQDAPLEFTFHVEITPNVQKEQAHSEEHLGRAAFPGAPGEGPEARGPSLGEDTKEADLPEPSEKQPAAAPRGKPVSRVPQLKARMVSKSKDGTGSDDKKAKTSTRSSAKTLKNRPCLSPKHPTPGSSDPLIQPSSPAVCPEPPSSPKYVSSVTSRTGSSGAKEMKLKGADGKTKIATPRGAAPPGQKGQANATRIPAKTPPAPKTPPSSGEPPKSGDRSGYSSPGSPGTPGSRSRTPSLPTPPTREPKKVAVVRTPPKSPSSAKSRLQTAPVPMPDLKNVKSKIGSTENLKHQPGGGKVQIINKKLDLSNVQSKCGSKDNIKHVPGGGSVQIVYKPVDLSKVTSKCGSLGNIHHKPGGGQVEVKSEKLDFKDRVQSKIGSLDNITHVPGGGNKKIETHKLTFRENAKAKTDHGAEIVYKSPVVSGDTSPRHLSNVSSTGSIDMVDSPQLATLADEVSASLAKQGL
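Thioflavine S fluorescence (ex 450, em 510 nm) reports filaments formed from 1 uM human tau plus 30 uM ODS over 15 h at 37 C (10 mM HEPES pH 7.4, 100 mM NaCl, 5 mM DTT); compounds displacing dye or blocking filaments lower signal.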
BRCT PPI red: qHTS Assay for Inhibitors of BRCT-Phosphoprotein Interaction (Red Fluorophore); Breast cancer type 1 susceptibility protein (Homo sapiens), P38398; BRCT-phosphopeptide binding, red fluorescence polarization; Potency, µM (titrated, usually from 76.9 µM), for the others: at the top dose activity change, negative = inhibition, hits mostly inhibitors; hit rate 0.03% among 75,000; further: on the % scale 0 is the no-effect control and ±100 the full control effect
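Fluorescence polarization: 100 nM His-tagged BRCA1 BRCT with 100 nM TAMRA-labelled phospho-BACH1 decapeptide, phosphate buffer pH 7.3 with 150 mM NaCl, DTT, 0.01% Tween 20; 12 min RT. Binding inhibition seen as FP decrease.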
Casp7 inh: qHTS Assay for Allosteric/Competitive Inhibitors of Caspase-7 | P55210 | recombinant caspase-7, Ac-DEVD-AFC fluorescence rate | Potency, µM (highest dose often 57.5 µM), for the others: at the highest dose activity change, negative = inhibition, most hits filed as inhibitors | hit rate 0.02% among 75,000; active means well fitted inhibition curve with a large enough effect in the main read-out, with a control signal flat, not every such curve was filed as active; inconclusive means small, poorly fitted or top-dose-only effect, or a change in a side signal; further: potency means the concentration at half of the fitted maximal effect; % of control where 0% means no effect
USP2a inh: qHTS Assay for Inhibitors of Ubiquitin-specific Protease USP2a; hit rate 0.1% among 60,000; USP2a enzymatic assay, qHTS inhibition; Potency, µM (highest dose often 38.3 µM), for inactives: at the top dose activity change, negative = inhibition, most hits filed as inhibitors; Ubiquitin carboxyl-terminal hydrolase 2 (Homo sapiens), O75604;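 further: potency means the concentration at half of the fitted maximal effect; nearly all actives have a fitted effect of over 60% in size; plate controls were DMSO for no effect and NEM full inhibition control for full effect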
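Inhibition is measured in a cell-free coupled assay with 20 nM USP2 core, 20 nM Ub-PLA2 and 20 uM NBD C6-HPC, 2.5 h incubation. Activity normalized to NEM control.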
ERK AVP block: qHTS Assay for Inhibitors of the ERK Signaling Pathway using a Homogeneous Screening Assay; Potency, µM (doses to about 57.5 µM), inactives show at the top dose activity, negative = inhibition, hits mostly inhibitors; hit rate 0.99% among 72,000; HEK293-V1b, vasopressin-stimulated pERK AlphaScreen; further: potency means the concentration at half of the fitted maximal effect; on the % scale 0 is the no-effect control and ±100 the full control effect; nearly all actives have a fitted effect of over 55% in size
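Overnight-seeded V1b-HEK293 cells in 1% FBS got compound, then vasopressin (25 nM final, 5 min, 37C), then lysis buffer. AlphaScreen detection of phospho-ERK; activity normalized to basal and full-stimulation controls.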
FLuc inh: qHTS Assay for Inhibitors of Firefly Luciferase; purified firefly luciferase, luminescence, 8 min; Luciferin 4-monooxygenase (Photinus pyralis), P08659; hit rate 2.2% among 72,000; Potency, µM (doses to about 57.1 µM), for the others: at the highest dose activity change, negative = inhibition, actives largely listed as inhibitors; further: potency means the concentration at half of the fitted maximal effect; on the % scale 0 is the no-effect control and ±100 the full control effect; nearly all actives have a fitted effect of over 40% in size
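Titration-based qHTS; buffer 50 mM imidazole pH 7.2, 50 mM KCl, 7 mM MgCl2, 10 uM ATP, 0.01% Tween 20, 0.05% BSA; luciferase/luciferin detector mix added after compound; 8 min, ambient; luminescence.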
Casp1 inh: qHTS Assay for Allosteric/Competitive Inhibitors of Caspase-1 | Potency, µM (titrated, usually from 57.5 µM), for inactives: at the top dose activity change, negative = inhibition, most hits filed as inhibitors | hit rate 0.03% among 75,000 | P29466 | Caspase-1 enzyme, Ac-WEHD-AFC fluorogenic rate;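 further: potency means the concentration at half of the fitted maximal effect; plate controls were vehicle for no effect and no substrate for full effect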
Target sequence (P29466 120-297 limits assumed): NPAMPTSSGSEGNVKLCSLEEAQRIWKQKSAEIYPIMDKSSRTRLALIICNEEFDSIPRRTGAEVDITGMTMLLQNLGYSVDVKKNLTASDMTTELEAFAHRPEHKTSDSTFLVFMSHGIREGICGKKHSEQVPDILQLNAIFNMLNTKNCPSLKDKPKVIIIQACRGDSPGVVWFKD
Target sequence (P29466 317-404 limits assumed): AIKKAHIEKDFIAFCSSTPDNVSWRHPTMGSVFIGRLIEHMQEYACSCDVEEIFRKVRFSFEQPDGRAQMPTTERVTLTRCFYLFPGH
HEK293 cAMP cs: qHTS Assay for Agonists of the Thyroid Stimulating Hormone Receptor: Activators of Intracellular cAMP Concentrations in Parental HEK 293 | parental HEK293 CNG cAMP sensor, membrane potential fluorescence | hit rate 2.5% among 73,000 | Potency, µM (titrated, usually from 57.1 µM), inactives show at the top dose activation, usual class: activators; further: potency means the concentration at half of the fitted maximal effect; % of control where 0% means no effect; nearly all actives have a fitted effect of over 55% in size
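Parental HEK 293 cells stably expressing a modified CNG channel (no TSHR) report cAMP rise as membrane depolarization. Membrane potential dye with 100 uM RO 20-1724 was loaded for 60 min at room temperature, then compound added for 30 min; fluorescence read at 590 nm.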
Numbers without * were called inactive; i = inactive; ? = inconclusive; nt = no result given; [ ] = another dose, or the depositor's remark. Unless noted, the call rests on the fitted dose curve; in most records, active means well fitted curve in the direction sought with a large enough effect; inconclusive means small, poorly fitted or top-dose-only effect, or another doubt; inactive means no such curve, though single readings can be large; an effect the other way counts as inactive or inconclusive.

SMILES	CRE-bla Fsk	BRCT inh green	A350 fluor	Tau filament bind	BRCT PPI red	Casp7 inh	USP2a inh	ERK AVP block	FLuc inh	Casp1 inh	HEK293 cAMP cs
Cc1ccoc1C(=O)NCCCNC(=O)c1occc1C	2%	0.1%	i	8%	-0.4%	0%	-26%	-6%	-1%	1%	0%
O=C(CCCSc1nc2sc3c(c2c(=O)[nH]1)CCC3)NCCCO	nt	-4.4%	nt	nt	-0.3%	0%	nt	nt	nt	-1%	-2%
CCc1nnc(NC(=O)C2CC(=O)N(Cc3ccco3)C2)s1 (stereo unspecified)	-8%	-2.8%	i	16%	1.3%	1%	3%	5%	0%	1%	-4%
O=C1CC(N2CCC(O)(c3ccc(Cl)cc3)CC2)C(=O)N1 (stereo unspecified)	-23%	-3.7%	i	-1%	-1.0%	-1%	2%	-8%	1%	-2%	0%
CCOc1cccc2cc(-c3csc(NC(=O)CCC(=O)N4CCN(C)CC4)n3)c(=O)oc12	?	-0.5%	1.8e-08M*	-9%	0.4%	2%	8%	0%	1%	-1%	13%
N=c1n(CCO)c2ccccc2n1Cc1ccc(Cl)cc1	-8%	-2.0%	i	4%	-1.4%	1%	nt	-8%	-1%	1%	23%
CC12C=C(/C=C/CCc3ccco3)C(C)(C1)C(CCc1ccco1)CC2=O (stereo unspecified)	nt	-0.9%[15.4 µM]	nt	nt	-3.1%[15.4 µM]	-2%[11.5 µM]	nt	24%[11.5 µM]	nt	?	1%[11.4 µM]
O=C(NCC(c1cccnc1)N1CCN(c2ccccc2F)CC1)c1ccccc1 (stereo unspecified)	?	-3.0%	nt	-8%	-4.0%	-2%	nt	nt	-1%	-3%	5%
CC(C)Cn1c(SCC(=O)NC2CCCc3ccccc32)nc(O)cc1=O (stereo unspecified)	?	-0.3%	?	4%	-0.2%	-15%	4%	-1%	3%	-6%	6%
OCCNc1nc(-c2cccnc2)nc2ccccc12	4µM*	0.1%	nt	8%	-3.1%	-1%	-7%	-27%	0%	0%	-5%
Cc1ccccc1CN1C2=NCCN2c2ccccc21	21%	0.5%	i	-6%	1.0%	-1%	25%	-6%	0%	-1%	5%
Cc1cc(F)ccc1S(=O)(=O)Nc1ccccc1C(=O)Nc1ncn[nH]1	1%	0.3%	1.2e-07M*	24%	1.8%	0%	4%	7%	2%	-1%	?
CCc1ccc(NS(=O)(=O)c2ccc3[nH]cc(C(=O)N4CCCCC4)c(=O)c3c2)cc1	?	0.8%	?	-20%	-2.8%	0%	45%[activator]	18%	0%	-1%	16%
O=C(CSc1nnc(Cc2cccs2)n1Cc1ccco1)Nc1cccc(Cl)c1	-11%	0.6%	i	28%	2.7%	-6%	9%	?	0%	-5%	?
Cc1nnc(Nc2ccc3c(c2)ncn3C)c2ccccc12	4%	-0.8%	i	4%	0.5%	1%	-1%	-21%	-9%	1%	-15%
O=C(CSc1nnc(CNC(=O)c2ccccc2F)o1)c1ccc(Cl)cc1	-8%	0.7%	?	32µM*	-1.5%	-1%	25%	-6%	1%	1%	16%
CS(=O)(=O)c1nncn1-c1ccccc1	-3%	-1.7%	i	-14%	0.9%	-1%	-2%	-22%	0%	0%	2%
Cc1noc(C)c1C(=O)N1CCC2(CC1)CCN(c1ccncc1)CC2	-1%	-2.3%	i	19%	-0.8%	0%	-21%	-10%	1%[11.4 µM]	0%	?
CCCC[C@@H]1CN2[C@H](c3ccc(Br)cc3)[C@@H](C)CC[C@H]2C(=O)O1	nt	1.1%[15.4 µM]	nt	nt	0.7%[15.4 µM]	3%[11.5 µM]	nt	25%[11.5 µM]	2%[11.4 µM]	2%[11.5 µM]	15%[11.4 µM]
Cn1c(NC(=O)C2CCCO2)cc(=O)n(C)c1=O (stereo unspecified)	0%	0.4%	nt	0%	3.1%	-1%	nt	12%	-1%	3%	1%
Cc1ccc(C(=O)N2CCOCC2)cc1Cl	?	-2.3%	i	-21%	-0.2%	0%	2%	-10%	-2%	-1%	1%
CCOC(=O)N1CCN(C(=O)CSCC(=O)N=c2sc3cc(OC)ccc3n2C)CC1	?	-4.0%	?	-5%	-1.0%	-2%	10%	-2%	-2%	-2%	?
O=C(NCCN1CCOCC1)c1ccc2c(c1)ncn2C1CCCC1	-3%	-0.7%	nt	-14%	-1.9%	-3%	nt	25µM*	-3%	3%	9%
C#CCN1C(=O)C(O)(CC(=O)c2ccc3c(c2)OCCO3)c2ccccc21 (stereo unspecified)	-4%	-0.4%	nt	-9%	1.2%	-4%	nt	-6%	-3%	0%	13%
O=C(N1CCN(c2ccccc2)CC1)C(F)(F)C(F)F	-3%	-0.8%	nt	4%	-0.2%	0%	-3%	3%	-1%	0%	4%
COC(=O)c1sc(N)c(C(=O)OC)c1CSc1nc2sc3c(c2c(=O)n1C)CCC3	?	-2.2%	i	9%	0.3%	-3%	43%[activator]	13%	0%	2%	11%
CC(C)n1c(SCc2ccccc2F)nc2c1c(=O)n(C)c(=O)n2C	23%	2.2%	nt	19%	0.2%	0%	nt	5%	1%	-5%	?
COc1cccc(NS(=O)(=O)c2ccc3[nH]cc(C(=O)NCCCOC(C)C)c(=O)c3c2)c1	?	-5.9%	i	-15%	0.7%	0%	23%	24%	1%	1%	-4%
COc1ccc(COC(=O)c2ccc(N3CCCC3=O)cc2)cc1F	16%	2.7%	i	15%	-1.0%	-2%	-2%	20%	0%	-1%	?
COc1ccc(OCC(O)CNc2ccc(Br)cc2)cc1 (stereo unspecified)	-10%	-2.7%	i	-20%	-0.2%	-1%	0%	?	-1%	-1%	-10%
O=C(CNC(=O)c1ccc(Cl)cc1)NCCCn1ccnc1	-4%	0.7%	i	5%	1.9%	0%	-5%	-14%	0%	-2%	12%
c1ccc(-c2nnc(-c3ccco3)n2-c2ccccc2)cc1	16%	0.2%	i	8%	-2.1%	1%	-4%	-28%	1%	1%	?
COc1ccc(CCN(C(=O)c2ccc(F)cc2)C2=CC3CCC(C2)N3C)cc1OC (stereo unspecified)	-2%	-1.5%	i	12%	-1.3%	3%	2%	-5%	1%	1%	?
CCOC(=O)CNC(=O)CSc1nc2cccnc2n1C	-8%	-2.1%	?	-8%	1.3%	nt	-6%	37%	4%	-1%	4%
CCc1ccc(-c2nn[nH]n2)cc1	?	1.0%	i	-2%	-0.3%	-2%	1%	13%	?	1%	-1%
COc1ccc(OC)c2[nH]c(=O)c(CCNC(=O)c3ccc(Br)o3)cc12	?	-1.9%	?	29%	0.6%	-3%	27%	23%	0%	0%	12%

Entries listed above shown as hits in A350 fluor.
structure	CRE-bla Fsk	BRCT inh green	A350 fluor	Tau filament bind	BRCT PPI red	Casp7 inh	FLuc inh	Casp1 inh
CCOc1cccc2cc(-c3csc(NC(=O)CCC(=O)N4CCN(C)CC4)n3)c(=O)oc12	?	-0.5%	1.8e-08M*	-9%	0.4%	2%	1%	-1%
Cc1cc(F)ccc1S(=O)(=O)Nc1ccccc1C(=O)Nc1ncn[nH]1	1%	0.3%	1.2e-07M*	24%	1.8%	0%	2%	-1%

(cont.)
SMILES	CRE-bla Fsk	BRCT inh green	A350 fluor	Tau filament bind	BRCT PPI red	Casp7 inh	USP2a inh	ERK AVP block	FLuc inh	Casp1 inh	HEK293 cAMP cs
Cc1nn(Cc2ccccc2)c(Cl)c1C(=O)NCc1ccc(C)n1C	2%	0.8%	1.1e-08M*	-24%	-3.7%	-6%	29%	14%	4%	-5%	1%
COc1ccc(/C=C/C(=O)c2cc(O)ccc2O)cc1	nt	-1.1%[3.08 µM]	nt	nt	-2.1%	-2%	1%	?	nt	0%	nt
CCOc1ccc(NC(=O)CN2CCN(CC(=O)Nc3cccc(F)c3)CC2)cc1	?	0.2%	i	-7%	-1.8%	2%	17%	-10%	2%	1%	-1%
Cn1nccc1C(=O)c1ccc(Cl)cc1	4%	-5.3%	i	-8%	-1.7%	1%	-3%	0%	2%	0%	8%
Cc1nc(=S)n(-c2ccccc2)[nH]1	0%	-0.4%	i	-9%	-1.6%	0%	-1%	12%	-3%	0%	9%
COc1cccc(C2CC(c3ccc(Cl)cc3Cl)n3nc(N)nc3N2)c1 (stereo unspecified)	-3%	-1.7%	nt	-23%	0.5%	-3%	nt	-29%	1%	1%	9%
NC(=O)c1cc2n(n1)C(C(F)(F)F)CC(c1ccco1)N2 (stereo unspecified)	?	1.0%	i	2%	0.1%	-2%	-6%	-23%	2%	-2%	1%
